EPAC2 antag: EPAC2 (human) antagonism | EPAC2 GEF exchange of Rap1B-BODIPY-GDP, fluorescence | Potency, µM (top dose mostly 114 µM), for inactives: at the top dose activity, negative = inhibition, hits mostly inhibitors | hit rate 0.18% among 360,000 | AID 720708; also: potency is read from the fitted curve at half-maximal effect; % is scaled to controls: 0 for no effect and ±100 for the full control effect; nearly all actives have a fitted effect of over 45% in size; many of its hits are not listed in these tables
Target sequence (Q8WZA2 whole entry, looked up): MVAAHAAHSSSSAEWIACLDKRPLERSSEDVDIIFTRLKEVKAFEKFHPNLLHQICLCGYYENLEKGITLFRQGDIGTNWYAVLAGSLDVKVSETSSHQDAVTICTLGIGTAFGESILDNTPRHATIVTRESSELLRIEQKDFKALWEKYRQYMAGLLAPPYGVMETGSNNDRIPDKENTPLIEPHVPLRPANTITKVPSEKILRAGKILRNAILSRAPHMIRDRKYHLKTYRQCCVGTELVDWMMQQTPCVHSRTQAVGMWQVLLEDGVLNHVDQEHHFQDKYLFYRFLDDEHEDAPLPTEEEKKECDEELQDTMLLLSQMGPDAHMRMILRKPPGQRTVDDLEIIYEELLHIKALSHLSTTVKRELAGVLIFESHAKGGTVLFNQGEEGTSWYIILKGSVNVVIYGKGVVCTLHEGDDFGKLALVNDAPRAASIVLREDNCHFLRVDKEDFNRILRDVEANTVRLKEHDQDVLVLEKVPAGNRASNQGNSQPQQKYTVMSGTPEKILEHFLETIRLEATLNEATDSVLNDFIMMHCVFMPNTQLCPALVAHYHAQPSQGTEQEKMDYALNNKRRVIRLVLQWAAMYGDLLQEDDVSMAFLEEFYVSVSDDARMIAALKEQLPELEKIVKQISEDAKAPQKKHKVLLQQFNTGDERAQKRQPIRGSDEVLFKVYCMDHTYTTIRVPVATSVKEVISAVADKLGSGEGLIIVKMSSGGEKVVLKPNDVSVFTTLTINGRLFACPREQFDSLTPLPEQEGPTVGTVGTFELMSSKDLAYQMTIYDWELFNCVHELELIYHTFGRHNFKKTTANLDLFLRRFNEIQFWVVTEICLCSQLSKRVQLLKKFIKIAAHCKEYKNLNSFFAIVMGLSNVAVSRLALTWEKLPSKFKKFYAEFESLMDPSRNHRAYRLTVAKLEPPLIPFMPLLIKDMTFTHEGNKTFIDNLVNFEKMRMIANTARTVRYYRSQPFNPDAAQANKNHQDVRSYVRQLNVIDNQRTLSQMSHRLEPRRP
PLK1 PBD inh: PLK1 (human) polo-box domain binding inhibition | Plk1 PBD binding of FITC phosphopeptide, fluorescence polarization | hit rate 2.8% among 360,000 | AID 720504 | Potency, µM, for inactives: max response, negative = inhibition, actives largely listed as inhibitors; also: potency is read from the fitted curve at half-maximal effect; series mostly up to about 57 µM; % is scaled to controls: 0 for no effect and ±100 for the full control effect; nearly all actives have a fitted effect of over 65% in size
EPAC1 ag: activates human EPAC1 exchange factor; O95398; EPAC1 agonist qHTS, biochemical assay; response scale: 100% = response to 6.5 mM cAMP; Potency, µM (doses to about 154 µM), for the others: top-dose activation, hits mostly activators; hit rate 0.073% among 360,000; AID 720707; also: potency is read from the fitted curve at half-maximal effect; nearly all actives have a fitted effect of over 60% in size
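Fluorescent GDP-exchange assay: 100 nM EPAC1 with 250 nM Rap1B preloaded with BODIPY-GDP and 50 uM GDP; compounds tested as concentration series, 5 min at room temperature, then read every 5 min for 30 min (ex 480/em 540 nm); normalized to 6.5 mM cAMP.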
PI5P4Ka inh: PI5P4K alpha (human) kinase inhibition. max response, %. hit rate 1.2% among 330,000. PI5P4Kalpha enzyme, ADP-Glo luminescence, 60 min; stronger effect = lower value. P48426; active = max response of -50% or lower; inconclusive = between -30% and -50%; inactive = -30% or higher; also: value at the top dose of about 77 µM; % is scaled to controls: 0 for no effect and ±100 for the full control effect
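qHTS, 1536-well: enzyme/substrate mix, compound by pin tool, 5 microM ATP final; RT 60 min; ADP-Glo reagents 1 (45 min) then 2 (30 min); luminescence.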
Mm-Cpn inhibitor: inhibitors of Methanococcus maripaludis chaperonin (MmCpn); purified Mm-Cpn ATPase, ADP Transcreener TR-FRET; Potency, µM (doses to about 76.9 µM), without a hit: at the top dose activity, negative = inhibition, most hits filed as inhibitors; hit rate 0.031% among 330,000; also: potency is read from the fitted curve at half-maximal effect; % is scaled to controls: 0 for no effect and ±100 for the full control effect; nearly all actives have a fitted effect of over 80% in size
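25 nM Mm-CPN + cpd, 10 min 37°C; + 10 uM ATP, 30 min 37°C; buffer 30 mM Tris pH 7.4, 100 mM KCl, 5 mM MgCl2, 1 mM DTT; Transcreener ADP HTRF detection 30 min RT.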
WRN inhibitor: blocks human WRN helicase; Q14191; WRN helicase unwinding, fluorescent forked duplex, kinetic; Potency, µM (top dose mostly 114 µM), inactives show top-dose activity change, negative = inhibition, hits mostly inhibitors; hit rate 0.46% among 360,000; AID 651768; also: potency is read from the fitted curve at half-maximal effect; % is scaled to controls: 0 for no effect and ±100 for the full control effect; nearly all actives have a fitted effect of over 55% in size
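Enzyme (20 nM final) and test compound sit together 15 min at room temperature before substrate addition. Substrate is a single-forked duplex oligonucleotide (100 nM) labelled with fluorophore and quencher, with 2 mM ATP; helicase unwinding raises red fluorescence, read kinetically.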
CCT chaperon mod: changes cytosolic chaperonin activity; hit rate 0.3% among 360,000; activity change, % (no concentration beside the values), hits read low; purified chaperonin ATPase assay, HTRF ADP detection, 30 min; in the data active = activity change below about -30%; also: % is scaled to controls: 0 for no effect and ±100 for the full control effect
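Enzyme 40 or 20 nM (batch-dependent) in Tris pH 7.4/KCl/MgCl2/DTT; cpd 76 uM single point; ATP 10 uM; 30 min 37 °C; Transcreener ADP HTRF detection, 30 min RT; ratio 665/615.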
EPAC1 antag: antagonists of human EPAC1; hit rate 0.14% among 360,000; O95398; Potency, µM (series often up to 115 µM), for the others: at the highest dose activity change, negative = inhibition, usual class: inhibitors; EPAC1 GEF assay, Rap1b-BODIPY-GDP exchange fluorescence;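 also: potency is read from the fitted curve at half-maximal effect; plate controls were vehicle for no effect and positive control for full effect; nearly all actives have a fitted effect of over 50% in size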
Numbers without * were called inactive; u = inconclusive; x = not tested or not shown; & = joins results of further samples; [ ] = another dose, or the depositor's remark. Unless noted, calls follow the shape of the dose curve; as a rule, active = well fitted curve in the direction sought with a large enough effect; inconclusive = small, poorly fitted or top-dose-only effect, or another doubt; inactive = no such curve, though single readings can be large; an effect the other way counts as inactive or inconclusive. Not all compounds are listed; the hit share may differ from the screen's.

mol	Mm-Cpn inhibitor	EPAC2 antag	PLK1 PBD inh	CCT chaperon mod	EPAC1 ag	PI5P4Ka inh	EPAC1 antag	WRN inhibitor
CCN1C(=O)CSc2ccc(C(=O)NCc3ccccc3)cc21	-6%	-13%	-1%	0.7	-7%	2	2%	-1%
CSc1cccc(NC(=S)N2CCCN(Cc3cccc(Cl)c3)C2)c1	-6%	4%	-14%	-1.7	2%	-5	-3%	8%
Cc1cccc(-n2c(N)c(C(=O)NCCN3CCOCC3)c3nc4ccccc4nc32)c1	-5%	9%	-1%	-3.6	-8%	2	2%	-6%
Nc1cc(=O)[nH]c(SCC(=O)Nc2ccccc2Sc2ccccc2)n1	0%	-10%	-9%	0.4	-1%	7	-6%	2%
Cn1c(N)c(C(=O)CSc2nnnn2-c2ccccc2)c(=O)n(C)c1=O	4%	u	-26%	0.9	-15%	-2	-7%	-5%
Nc1cccc(-c2nc3ncccc3o2)c1	-2%	2%	-13%	0.2	-12%	-4	-1%	-2%
Cc1cnc(C(=O)N(c2ccc(N3CCOCC3)cc2)C2C(=O)Nc3ccccc3N=C2c2ccc(F)cc2)cn1 (configuration not stated)	x	u	1%	1.2	-3%	4	-1%	-8%
Cc1ccccc1C(=O)N1[C@@H](C(C)C)COc2cc(Br)ccc2S1(=O)=O	x	2%	u	0.2	-5%	-1	-28%	2%
Cc1cc(C)c2c(N)c(C(=O)N3CCN(c4ncccn4)CC3)sc2n1	-3%	-1%	u	-1.6	-2%	-12	-2%	-7%[57.1 µM]
Cc1ccn2c(CN(C)CCn3nc(C)cc3C)c(C(=O)N3CCCCCC3)nc2c1	-1%	1%	-2%	-3.4	9%	0	-3%	-6%
O=C(Cc1ccc(-n2c(=O)c3ccccc3n(Cc3ccccc3F)c2=O)cc1)NCC1CCCO1 (configuration not stated)	-1%	-3%	-17%	-2.3	-3%	2	-24%	-32%
OCCC1CN(Cc2ccc3nonc3c2)CCN1Cc1ccsc1 (configuration not stated)	6%	0%	4%	-3.3	7%	-5	5%	-1%
CCOc1cc(C(=O)NCCOC)cc(OCC)c1OCC	-4%	12%	-1%	1.3	-1%	2	5%	-12%[57.1 µM]
Cc1ccn(CC(=O)N2CCCC(N3CCN(c4cccc(C(F)(F)F)c4)CC3)C2)n1 (configuration not stated)	x	-18%	1%	0.2	-8%	1	6%	-7%
O=C1NN=COc2ccccc21	-3%	-1%	-1%	-0.3	2%	0	5%	-2%
COC(=O)CSc1nnc(CSc2nc(C)cc(C)n2)o1	1%	-2%	-10%	-2.1	2%	-8	-4%	-30%[57.1 µM]
OCc1cc(C(O)CNCCCCCCOCCCCc2ccccc2)ccc1O (configuration not stated)	-1%&0%	-5%	-15%	-1.1	-14%	-1	11%	3%
CCC1(CC)C(=O)N(c2ccccc2)C(=N)N(c2ccccc2)C1=O	x	5%	2%	-0.1	9%	2	13%	-10%
Cc1cnc(NC(=O)C2(c3ccccc3)CC2)s1	-3%	-7%	3%	3.1	-13%	1	-7%	6%
CCOC(=O)[C@@H]1[C@H]2COc3ccccc3[C@@H]2N2C(=O)N(c3ccc(Br)cc3)C(=O)[C@@]12C	x	-8%	-1%	1.8	11%	1	-6%	-4%
CN1CCc2c(n(CC(O)CN3CCN(CCO)CC3)c3ccccc23)C1=O (configuration not stated)	-3%	-2%	-2%	-0.8	3%	3	-4%	-2%
Cc1oc(C(N)=O)cc1COc1ccc(C(N)=O)cc1	-6%	-8%	-6%	-3.4	3%	1	-1%	-3%
COc1ccccc1NC(=O)CN1CCN(Cc2ccccc2)CC1	2%	-4%	-5%	-1.5	2%	x	-3%	4%
CN=c1scc(C)n1/N=C/c1cc(Br)c(O)c(Br)c1	-2%	-7%	-20%	-9.0	12%	5	-15%	-13%
COc1ccc(N2C(=O)CCC(C(=O)Nc3cccc(C)n3)C2c2ccc(OC)c(OC)c2)cc1 (configuration not stated)	1%	8%	u	-0.9	5%	1	4%	4%
CCCNC(=O)c1cccc(NC(=O)C(C)C)c1	2%	0%[57.1 µM]	-10%	0.4	0%	5	6%	12%
COc1ccc([C@@H]2[C@H]3CN(C(C)=O)CC=C3C(C#N)=C(N)C2(C#N)C#N)c2ccccc12	-3%	-4%	-9%	-2.1	13%	-6	-17%	-9%
CCCc1cc(=O)[nH]c(SCC(=O)NC(=O)c2ccccc2)n1	0%	-3%	-1%	-0.3	5%	x	4%	3%
CCOC(=O)c1cc2c(=O)n3ccccc3nc2n(CCOC)c1=NC(=O)c1ccncc1	-2%	17%	-8%	-0.2	8%	x	7%	5%
CCCOc1ccc(CSc2nc3ccccc3[nH]2)cc1	1%	-11%	-2%	0.5	25%	x	-15%	-9%

Complete entries, quoted from the list. Values in the order: Mm-Cpn inhibitor, EPAC2 antag, PLK1 PBD inh, CCT chaperon mod, EPAC1 ag, PI5P4Ka inh, EPAC1 antag, WRN inhibitor
Record of `COc1ccc([C@@H]2[C@H]3CN(C(C)=O)CC=C3C(C#N)=C(N)C2(C#N)C#N)c2ccccc12` : -3%, -4%, -9%, -2.1, 13%, -6, -17%, -9%
Record of `Cc1ccccc1C(=O)N1[C@@H](C(C)C)COc2cc(Br)ccc2S1(=O)=O` : x, 2%, u, 0.2, -5%, -1, -28%, 2%
Record of `CCCc1cc(=O)[nH]c(SCC(=O)NC(=O)c2ccccc2)n1` : 0%, -3%, -1%, -0.3, 5%, x, 4%, 3%
Record of `O=C(Cc1ccc(-n2c(=O)c3ccccc3n(Cc3ccccc3F)c2=O)cc1)NCC1CCCO1` (configuration not stated) : -1%, -3%, -17%, -2.3, -3%, 2, -24%, -32%
Record of `Cc1cc(C)c2c(N)c(C(=O)N3CCN(c4ncccn4)CC3)sc2n1` : -3%, -1%, u, -1.6, -2%, -12, -2%, -7%[57.1 µM]

(list continues)
mol	Mm-Cpn inhibitor	EPAC2 antag	PLK1 PBD inh	CCT chaperon mod	EPAC1 ag	PI5P4Ka inh	EPAC1 antag	WRN inhibitor
CCC(C(=O)N1CCC(C(N)=O)CC1)n1nc(C)n2c(cc3occc32)c1=O (configuration not stated)	1%	-1%	-1%	0.5	6%	-1	7%	-3%
COc1cccc(NC(=O)COC(=O)/C=C/c2ccc(Cl)cc2Cl)c1	0%	-8%	-4%	4.5	-8%	4	-7%	1%
C/C(=N\NC(=O)c1ccncc1)c1cccs1	-4%	3%	6%	-1.1	1%	-18	-14%	7%
CCC1CCCCN1CCNS(=O)(=O)c1ccc2c(c1)CCN2C(C)=O (configuration not stated)	0%	-2%	-3%	-0.2	3%	-3	2%	-5%[57.1 µM]
Clc1cc2nc[nH]c2cc1Cl	1%	6%	-23%	1.9	-5%	5	-6%	-13%
Cn1cc(SCC(=O)NC2CCCC2)c2ccccc21	1%	4%	1%	1.0	2%	-4	24%	3%
COC(=O)c1ccc(OC)c(CSc2nnc(-c3ccc(C)cc3)o2)c1	x	7%	2%	0.1	2%	0	-7%	-2%
COc1cc(NC(=O)c2cccnc2Sc2ccc(C)c(C)c2)cc(OC)c1OC	-6%	-17%	-5%	-2.1	-11%	3	-22%	-9%
CC(=O)N1CCN(CC(=O)Nc2ccc3c(c2)CCC3)CC1	-5%	0%	1%	-2.4	-6%	1	-4%	-13%
Cc1ccc2nc(-c3cccc(S(=O)(=O)N4CCCC4)c3)cn2c1	0%	-6%	-3%	-3.3	-1%	7	-15%	0%
Cn1c(Nc2ccc(Cl)cc2)cc(=O)n(C)c1=O	1%	1%	1%	2.6	7%	2	-6%	4%
CCOCCCNC(=S)N1CCC(C(=O)c2ccc(C)cc2)CC1	2%	2%	-15%	2.1	-3%	9	-20%	6%
CSc1ncccc1C(=O)OCc1ccc([N+](=O)[O-])cc1	3%	3%	-19%	-1.6	5%	0	1%	-10%
CCN(CC)S(=O)(=O)c1ccc(C(=O)NC(=S)N2CCN(c3ccccc3O)CC2)cc1	x	0%	-28%	-52*	-3%	-25	1%	-4%
O=C(CC1OC(=O)c2ccccc21)NNC(=O)c1ccc(F)cc1 (configuration not stated)	-1%	25%	-2%	-2.6	0%	-6	-6%	6%
Cc1ccc2cc(CN(CCCO)S(=O)(=O)c3cccc4nsnc34)c(=O)[nH]c2c1	-9%	0%	-9%	-3.1	4%	x	4%	7%
Clc1ccc(/C=N/NC2=Nc3cccc4cccc2c34)cc1	0%	12%	-4%	0.2	-7%	-2	0%	1%
O=C(CCCNC(=O)/C(=C\c1ccc(F)cc1)NC(=O)c1ccccc1)OCc1ccccc1	2%	-3%	-9%	0.8	4%	7	4%	-6%
CCOC(=O)c1c(NCCN(C)C)c2ccccc2[nH]c1=O	-1%	21%	-9%	-3.2	-5%	-5	34%[activator]	1%

7 compounds from above, arranged by number of heavy atoms, falling:
mol	Mm-Cpn inhibitor	EPAC2 antag	PLK1 PBD inh	CCT chaperon mod	EPAC1 ag	PI5P4Ka inh	EPAC1 antag	WRN inhibitor
Cc1cnc(C(=O)N(c2ccc(N3CCOCC3)cc2)C2C(=O)Nc3ccccc3N=C2c2ccc(F)cc2)cn1 (configuration not stated)	x	u	1%	1.2	-3%	4	-1%	-8%
CCN(CC)S(=O)(=O)c1ccc(C(=O)NC(=S)N2CCN(c3ccccc3O)CC2)cc1	x	0%	-28%	-52*	-3%	-25	1%	-4%
CCC1CCCCN1CCNS(=O)(=O)c1ccc2c(c1)CCN2C(C)=O (configuration not stated)	0%	-2%	-3%	-0.2	3%	-3	2%	-5%[57.1 µM]
CCC1(CC)C(=O)N(c2ccccc2)C(=N)N(c2ccccc2)C1=O	x	5%	2%	-0.1	9%	2	13%	-10%
CCOCCCNC(=S)N1CCC(C(=O)c2ccc(C)cc2)CC1	2%	2%	-15%	2.1	-3%	9	-20%	6%
Cc1oc(C(N)=O)cc1COc1ccc(C(N)=O)cc1	-6%	-8%	-6%	-3.4	3%	1	-1%	-3%
CN=c1scc(C)n1/N=C/c1cc(Br)c(O)c(Br)c1	-2%	-7%	-20%	-9.0	12%	5	-15%	-13%
